PMI act: increases human mannose-6-phosphate isomerase activity. purified human PMI, coupled resazurin fluorescence, 20 min; active compounds read high; 1 = vehicle control, 0 substrate-free wells. activation factor at 20 µM. 190,000 compounds, 0.005% hits;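 active = activation factor of 2 or more at 20 µM, relative to plate controls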
Target sequence (P34949 whole entry, looked up): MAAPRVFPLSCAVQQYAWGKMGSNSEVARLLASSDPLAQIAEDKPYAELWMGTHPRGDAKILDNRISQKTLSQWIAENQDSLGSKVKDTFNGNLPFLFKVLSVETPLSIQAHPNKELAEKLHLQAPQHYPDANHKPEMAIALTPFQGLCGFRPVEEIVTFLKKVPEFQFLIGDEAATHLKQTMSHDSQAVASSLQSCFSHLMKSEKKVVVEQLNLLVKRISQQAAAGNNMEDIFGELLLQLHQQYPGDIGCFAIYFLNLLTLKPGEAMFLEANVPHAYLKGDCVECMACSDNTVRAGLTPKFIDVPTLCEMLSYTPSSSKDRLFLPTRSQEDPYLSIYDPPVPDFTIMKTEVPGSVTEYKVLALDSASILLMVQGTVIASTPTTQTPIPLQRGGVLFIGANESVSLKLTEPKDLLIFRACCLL
Hsp70 act: switches on Hsp70 transcription; HeLa Hsp70 promoter luciferase reporter, luminescence; scaled: vehicle 0, proteasome-inhibitor control 100%; activation, % at 10 µM; 200,000 compounds, 0.04% hits;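 active = activation above the mean across all tested compounds plus 3 SD, cutoff set per campaign, cut at about 5.5% in these data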;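 note: 100% = MG132 at 30 µM as the positive control and 0% = DMSO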
TLR4-MyD88 BLA: TLR4-MyD88 interaction inhibition in cells; HeLa CL3-4 TLR4/MyD88 BLA complementation, FRET ratio; inhibition, % at 8.4 µM; 200,000 compounds, 0.18% hits; AID 861; in the data active = inhibition above about 25%;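 note: 0% = vehicle and 100% = reference inhibitor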
Diaph inh CS: counter-screen for diaphorase-based assays: diaphorase inhibitors and chemical oxidizers; diaphorase resazurin-to-resorufin fluorescence, NADH, 16 min; bacterial (C. kluyveri) enzyme, not human; inhibition, % at 20 µM; 190,000 compounds, 0.69% hits;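 active = primary screen inhibition at 20 µM above a set limit, cut at about 50% in these data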;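 note: plate controls were DMSO with full reaction for no effect and wells lacking NADH for full effect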
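Test system: bacterial diaphorase enzyme (C. kluyveri); Quantity: 0.14 U/mL diaphorase, enzyme working solution; Times: reaction incubation of 16 min at room temperature; Measured by: fluorescence of resorufin formed from resazurin, Ex 544/Em 590 nm; Benchmarks: positive control minus NADH, DMSO neutral control.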
Lmaj promast: reduces viability of Leishmania major promastigotes; resazurin fluorescence viability; 200,000 compounds, 9% hits; AID 1063; inhibition, % at 10 µM;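 note: promastigotes grown with compound for 44 hours at 28 °C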
PMI act satM6P: PMI (human) activation, high substrate | coupled PMI enzyme assay, resazurin fluorescence, 20 min; active compounds read high; 1 = untreated enzyme, 0 = substrate-free blank | activation factor at 20 µM | P34949 | 190,000 compounds, 0.34% hits;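 active = activation factor of 2 or more at 20 µM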
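Technique: Diaphorase-driven resazurin-to-resorufin fluorescence, excitation 544, emission 590 nm | Assay system: Human PMI in coupled enzyme assay | Times: Enzyme reaction with compound 20 min at room temperature | Medium: HEPES-buffered pH 7.4 with magnesium and detergent | Reagent: Mannose-6-phosphate 1.0 mM (near-saturating) plus 0.22 mM NADP+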
G6PDH counter: L. mesenteroides G6PDH inhibition counter-screen; Purified L. mesenteroides G6PDH, diaphorase/resazurin coupled fluorescence, 45 min; 200,000 compounds, 0.12% hits; AID 1020; inhibition, % at 5 µM
DTT redox prof: compounds producing H2O2 with reducing agent – biochemical, NIH compound library profiling, artefact control for MLSCN library redox annotation, primary screen. activation, % at 10 µM. DTT-dependent redox cycling H2O2, phenol red/HRP absorbance; 100% = 100 µM peroxide control, 0% = buffer. 200,000 compounds, 0.03% hits;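 active = activation of at least 50% relative to the plate's high and low controls in the primary single-dose screen; inactive = activation below 50%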;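 note: compound incubated with DTT at 0.8 mM final as the reducing agent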
RAM network inh: yeast RAM network inhibition | S. cerevisiae dse1pr::URA3 reporter, 5-FOA growth OD615, 2 d; analog-sensitive cbk1-as2 kinase mutant strain | inhibition, % at 50 µM | 190,000 compounds, 1.8% hits | AID 868;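 active = inhibition above a set limit, 3 SD over mean compound inhibition, cut at about 8.4% in these data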;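 note: 0% = DMSO-only wells with no growth and 100% = 10 µM 1-NA-PP1 full growth; inhibition rescues growth on 5-FOA so higher OD means more RAM inhibition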
S1P3 antag: antagonists of human S1P3 receptor. CHO S1P3 NFAT-BLA reporter, FRET fluorescence, antagonist mode. inhibition, % at 4.98 µM. 170,000 compounds, 0.27% hits;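 active = inhibition above the plate cutoff, the mean inhibition of test wells on that plate plus 3 SD, cut at about 28% in these data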;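 note: cells challenged with S1P at its EC80 of 0.8 µM; blue over green emission ratio from cleaved BLA substrate after 4 h stimulation; 0% = S1P-stimulated wells and 100% = unstimulated DMSO-only wells; some compounds past the cut are filed as inactive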
Target sequence (Q99500 whole entry, looked up): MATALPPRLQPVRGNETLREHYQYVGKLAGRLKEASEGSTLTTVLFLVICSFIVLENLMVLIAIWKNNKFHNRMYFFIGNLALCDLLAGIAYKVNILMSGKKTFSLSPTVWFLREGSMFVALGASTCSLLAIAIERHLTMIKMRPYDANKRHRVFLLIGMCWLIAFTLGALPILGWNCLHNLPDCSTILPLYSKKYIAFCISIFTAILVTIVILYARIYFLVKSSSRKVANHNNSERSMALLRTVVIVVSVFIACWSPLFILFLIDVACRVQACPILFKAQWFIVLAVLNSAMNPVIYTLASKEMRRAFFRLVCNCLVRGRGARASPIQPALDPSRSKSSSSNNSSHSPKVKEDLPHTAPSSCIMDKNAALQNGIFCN
Diaphorase act: diaphorase activation or chemical reduction counter-screen; activation factor at 20 µM; Diaphorase/resazurin coupled assay, resorufin fluorescence, 16 min; active compounds read high; 1 = vehicle wells, 0 = NADH-free wells; AID 1229; 190,000 compounds, 0.005% hits;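 active = diaphorase activity raised at least twofold by the compound at 20 µM; inactive = activation factor below 2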
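Test system: Clostridium kluyveri diaphorase, purified enzyme; input: enzyme 0.07 U/mL final; buffer or medium: 50 mM HEPES pH 7.4 with 4.542 mM MgCl2, 0.005% Tween 20; also added: 0.114 mM NADH and 0.1 mM resazurin, final amounts; schedule: 16 min enzyme reaction, ambient temperature; technique: fluorescence of resorufin, 544 nm excitation, 590 nm emission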
* = called active by the depositor; x = no result given. Cut-off read from the data, not from the text of the source, unless noted: active = inhibition above about 50%; inactive = the rest.

SMILES	PMI act	Hsp70 act	TLR4-MyD88 BLA	Diaph inh CS	Lmaj promast	PMI act satM6P	G6PDH counter	DTT redox prof	RAM network inh	S1P3 antag	Diaphorase act
COc1ccc(C)cc1S(=O)(=O)Nc1cccc(Cl)c1Cl	1.1	0.0	0	6	6	1.1	2	-0.5	4.9	x	0.9
CCCCNc1cc(F)nc(N)n1	1.1	0.1	-6	4	-6	1.1	6	-0.1	0.8	1	1
Cc1ccc(C(=O)C2=C(O)C(=O)N(c3ncccn3)C2c2ccc(Cl)cc2)o1 (stereo not drawn)	1.5	-0.1	7	14	-8	1.7	0	0.3	5.9	x	0.9
Cc1ccccc1C1C(C#N)=C2N=C(N)c3c(sc4c3CCCCC4)N2C2=C1C(=O)CC(C)(C)C2 (stereo not drawn)	1	0.0	5	18	62*	1.1	2	-3.4	4.3	x	0.8
CCN=C(Nc1ccc2c(c1)OCO2)SC1CC(=O)N(c2ccccc2F)C1=O (stereo not drawn)	1	-0.6	-6	26	5	0.9	2	0.7	2.6	28	0.7
Cc1cccc(Nc2cc(C)c3c(O)cccc3n2)c1C	1.1	-0.1	4	2	99*	1	15	1.6	2.3	-3	1
Cc1ccc2nc(-c3ccncc3)cc(C(=O)NCCc3ccc(F)cc3)c2c1	1	-0.1	2	10	12	0.9	16	-0.9	-0.4	-10	0.9
CCOc1c2ccc(C(=O)NCCc3ccc(C)cc3)cc2nn1CC	0.9	-0.3	2	20	-2	1	6	-8.8	0.0	x	0.8
Cc1nnc(NCCc2ccccc2)[nH]c1=O	0.9	0.0	3	13	6	0.9	8	-0.1	1.0	-20	0.9
Cc1cccc[n+]1CC(=O)Nc1cccc([N+](=O)[O-])c1	1	0.1	3	-1	-6	1	18	-0.8	0.9	-16	1
CCOc1ccc(C2=C(C=Nc3c(C)n(C)n(-c4ccccc4)c3=O)C(c3ccc(F)cc3)c3ccccc3O2)cc1 (stereo not drawn)	0.9	-0.3	-10	20	57*	1	5	0.0	8.5*	x	0.8
S=C(Nc1ccc(Nc2ccccc2)cc1)N1CCN(c2ncccn2)CC1	0.9	-0.2	-6	1	-3	1	12	0.2	6.7	10	1
COC(=O)c1ccc(CN2C(=O)NC3(CCC(C)CC3)C2=O)o1 (stereo not drawn)	1.2	0.3	2	4	1	1.1	6	-1.1	0.1	4	1
COc1ccc(C(=O)O)cc1F	1	-0.1	11	10	-3	1	0	0.1	0.3	-32	0.9
CC(C(=O)Nc1ccc(C#N)cc1)N(C)CC(=O)Nc1cccc(F)c1 (stereo not drawn)	1.1	-0.1	0	0	14	1.1	8	-1.5	0.5	8	1
CCN(CC)c1ccc(NC(=O)OC)cc1	1	-0.1	0	11	6	1	7	-3.0	-0.3	x	0.9
CCCc1ccc(/C=C2\C(=O)c3ccccc3C(O)=C2C(=O)OCC)cc1	0.9	-0.1	12	46	-7	1	-24	1.7	12*	x	0.5
COc1ccc(NS(=O)(=O)c2ccc(NC(=O)c3ccc(N(C)S(C)(=O)=O)cc3)cc2)cc1	0.7	-0.2	5	20	47	0.9	-11	0.3	4.9	-17	0.8
O=C(OCC(=O)c1ccccc1Br)c1ccncc1	1.1	-0.1	-4	8	3	1	3	0.0	1.1	-9	0.9
O=C(NC(=S)NCCc1ccc(Cl)cc1)c1ccco1	0.9	0.1	4	28	-6	1	0	-0.1	4.6	-2	0.7

Ordered by heavy-atom count (largest number first): some entries from above.
SMILES	PMI act	Hsp70 act	TLR4-MyD88 BLA	Diaph inh CS	Lmaj promast	PMI act satM6P	G6PDH counter	DTT redox prof	RAM network inh	S1P3 antag	Diaphorase act
Cc1ccc(C(=O)C2=C(O)C(=O)N(c3ncccn3)C2c2ccc(Cl)cc2)o1 (stereo not drawn)	1.5	-0.1	7	14	-8	1.7	0	0.3	5.9	x	0.9
COC(=O)c1ccc(CN2C(=O)NC3(CCC(C)CC3)C2=O)o1 (stereo not drawn)	1.2	0.3	2	4	1	1.1	6	-1.1	0.1	4	1
CCN(CC)c1ccc(NC(=O)OC)cc1	1	-0.1	0	11	6	1	7	-3.0	-0.3	x	0.9

(cont.)
SMILES	PMI act	Hsp70 act	TLR4-MyD88 BLA	Diaph inh CS	Lmaj promast	PMI act satM6P	G6PDH counter	DTT redox prof	RAM network inh	S1P3 antag	Diaphorase act
Cc1noc(C)c1S(=O)(=O)N1CCCC(C(=O)Nc2nccs2)C1 (stereo not drawn)	0.9	-0.2	-6	11	-4	0.9	6	-3.4	0.7	-22	0.9
CCOc1ccc(Br)cc1/C=N/NC(=O)c1ccncc1	0.9	-0.2	2	14	37	0.9	-37	-1.2	0.5	x	0.9
COC(=O)C1(c2ccccc2)NC(c2cccs2)C2C(=O)N(C)C(=O)C21 (stereo not drawn)	1.1	-0.1	3	2	-8	1.1	8	-4.9	0.9	1	1
CCOC(=O)C1(Cc2cccc(F)c2)CCN(Cc2nc(CC)[nH]c2C)CC1	0.9	0.0	-1	6	4	1	9	-1.2	0.0	1	0.9
Cc1ccc(Cn2ccc(NC(=O)c3cc(-c4ccc(Cl)cc4)on3)n2)cc1	1	-0.5	-1	1	57*	1	7	0.1	2.3	-19	1
O=C(O)CCN1C(=O)/C(=C\c2ccc(-c3nc4ccccc4s3)o2)SC1=S	0.8	-0.2	5	30	-6	0.9	6	2.8	7.7	x	0.7
O=C1/C(=C\c2ccco2)SC(=S)N1c1ccc(O)cc1	0.9	0.1	5	13	2	0.6	1	-0.1	2.1	-5	0.9
CCOc1ccc(NS(=O)(=O)c2ccc3[nH]c(=O)c(=O)[nH]c3c2)cc1	1.1	0.0	5	4	-4	1	5	-1.5	0.8	0	1
CCOC(=O)CSC1=NC(=O)CS1	0.9	-0.1	-3	13	-4	0.9	4	1.0	1.2	-90	0.9
COC(=O)CCCC(=O)Nc1ccc(Cl)c(Cl)c1	1	-0.1	12	20	-2	0.9	4	1.2	0.3	5	0.8
O=C(CCCN1C(=O)/C(=C/c2ccccc2)SC1=S)Nc1cccc(O)c1	0.9	0.0	6	24	65*	0.9	-7	-1.1	2.4	-18	0.8
Nc1nc(CSc2nc3ccccc3s2)nc(N2CCOCC2)n1	1.1	-0.3	-4	-3	6	1	11	-1.0	1.9	-16	1
CCN1C(=O)C2(C(C#N)=C(N)Oc3n[nH]c(C(C)C)c32)c2ccccc21 (stereo not drawn)	0.9	0.7	-1	3	-3	0.9	6	0.5	2.4	15	1
O=C(Nc1cccc(C(F)(F)F)c1)N1CCN(C(=O)Nc2cccc(C(F)(F)F)c2)CC1	1	-0.3	-4	3	-2	1	2	0.6	6.1	x	1
c1cncc(-c2csc(NCc3ccco3)n2)c1	0.9	-0.4	-4	9	-3	0.9	10	-0.2	1.6	x	0.9
CCOC(=O)c1c(-c2cccc([N+](=O)[O-])c2)csc1NC(=O)CCCOc1ccccc1OC	0.9	-0.4	-4	24	2	0.7	8	1.7	15*	x	0.8
CCOC(=O)C1(S(=O)(=O)c2ccccc2)CCN(Cc2ccc(Cl)cc2)CC1	1.1	-0.2	3	-1	19	1	5	-4.4	-2.0	x	1
CC(C)N1CCN(Cc2cn[nH]c2C2CCCCC2)CC1CCO (stereo not drawn)	1	-0.2	-9	-6	-6	1.1	6	-0.9	0.7	12	1.1
CO/N=C/NC(=O)c1c(OC)ccnc1Oc1ccc(Cl)cc1	1	-0.1	2	10	4	1	-4	2.0	0.4	x	0.9
COc1ccc(NC(=O)c2cc(C)cc(C)c2)cc1[N+](=O)[O-]	0.9	-0.2	-16	12	16	0.9	0	-1.4	1.8	13	0.9
Cc1cc(C)n(-c2nc3ccccc3[nH]c2=O)n1	1	-0.3	-4	2	-5	1	4	-2.8	1.3	1	1
Cn1c(COc2ccccc2)nnc1SCC(=O)NCc1ccccc1	1	-0.1	-18	11	-9	1	4	1.9	5.2	12	0.9
Cc1nc2ccccc2c(=O)n1/N=C/c1c(O)ccc2ccccc12	1	-0.2	-7	8	-10	0.8	10	0.4	0.9	-1	0.9
N#C/C(C(=O)c1ccccc1)=C1/CCCN1	1	-0.3	-2	-6	-10	1	11	-0.6	0.1	x	1.1
Cc1ccc(C(=O)NNC(=O)C2CCN(c3nc(C)cc(C)n3)CC2)cc1	1	0.0	13	5	-1	1.1	-4	1.7	0.1	x	1
O=C(COc1ccccc1/C=C\c1nc(O)c([N+](=O)[O-])c(=O)[nH]1)Nc1ccccc1	1	-0.2	-6	72*	7	1	10	-1.6	4.8	-1	0.3
CCCc1nc2oc3c(NCCN(C)C)ncnc3c2c2c1CCCC2	1	0.6	5	11	101*	0.9	9	-1.2	1.1	8	0.9
Brc1ccc(Oc2ncc(CN3CCN(c4ccccc4)CC3)s2)cc1	0.9	0.1	7	13	-4	0.9	18	0.2	0.9	x	0.9
COCc1cc(C)nc(Nc2ccc(C)cc2C)c1C#N	0.9	-0.3	-8	10	-6	1	-17	-3.6	0.6	16	0.9
C=CCn1cnc2c(c1=O)c1nc3ccccc3nc1n2Cc1ccccc1	0.9	x	x	6	x	1	1	x	x	-15	0.9
O=C(CCCN1CCOCC1)c1ccc2c(c1)OCCO2	0.9	0.1	-2	4	90*	1	5	2.0	0.2	-12	1
O=C(Cc1cc(C(=O)O)c2ccccc2n1)Nc1ccccc1	1.2	-0.4	-8	-17	-9	1.1	3	-0.4	4.2	-17	1.2
Cc1ccc(C)c(C(=O)CC2(O)C(=O)N(C)c3ccccc32)c1 (stereo not drawn)	0.9	-0.4	-4	1	-1	1	11	0.2	-0.1	x	1
CCOc1nc(N(C)C)nc(-n2nnc(C(C)=O)c2C)n1	1	0.1	-10	5	8	1.1	2	-4.7	0.2	4	0.9
COc1ccc(CC(=O)Nc2cccc(C(=O)Nc3ccccc3C(=O)O)c2)cc1OC	1	-0.3	4	14	-4	0.9	3	-0.5	3.9	-14	0.9
COc1ccc(CNC(=O)C/C(C)=N/NC(=O)COc2ccc(Br)cc2)cc1	0.9	-0.2	2	13	-8	0.9	19	-0.8	1.1	-8	0.9
CSc1ccccc1NC(=O)CN(C)CC(=O)NCc1ccccc1	1	-0.1	2	6	-1	1	7	-1.7	1.3	6	0.9

Screens from PubChem BioAssay.
